# From PubChem
# Bim-Bcl-XL: disrupts Bim peptide binding to human Bcl-XL; Q07817; bead flow cytometry, fluorescence; inhibition, % at 10 µM; hit rate 0.04% among 190,000; AID 1007
# ABCB1 inh: human ABCB1 inhibition, ABCG2 as counter-screen. CCRF-Adr cells, JC-1 efflux, flow cytometry. inhibition, % at 6.6 µM. P08183. AID 1326. hit rate 0.067% among 190,000; in the data active means inhibition above about 40%;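 further: 0% = vehicle and 100% = reference inhibitor; higher value means more JC-1 retained so stronger ABCB1 efflux block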
# RGS7-Gao reg: human RGS7-Galphao interaction regulation | P09471 | Multiplexed bead flow cytometry, RGS7-Galphao binding; actives lie on both sides | binding response (% of control), % at 10 µM | hit rate 0.35% among 220,000; in the data active means binding response below about 49% or above about 150%; inconclusive means no clear call, values can overlap the other calls; inactive means in between;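 further: fluorescent Galphao held in activated GDP-AlF4 state binding bead-coupled RGS7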
# Bim-Mcl-1: human Bim-Mcl-1 interaction inhibition. Bead-based flow cytometry, Bim peptide-Mcl-1 binding. inhibition, % at 10 µM. hit rate 0.1% among 190,000;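 further: 0% = no compound tracer wells and 100% = peptide blocker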
# RGS8-Gao reg: regulators of human RGS8-Galphao interaction | AID 1423 | P09471 | hit rate 0.34% among 220,000 | response (percent of control binding), % at 10 µM | multiplexed bead flow cytometry, RGS8-Galphao binding; actives lie on both sides; in the data active means response below about 60% or above about 140%; inactive means in between;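 further: Galphao activated as the GDP aluminium fluoride complex binding bead-coupled RGS8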
# ABCG2 inh: blocks JC-1 efflux by human ABCG2 transporter; Q9UNQ0; IgMXP3 cells, flow cytometry; inhibition, % at 6.6 µM; hit rate 0.1% among 190,000;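 active means inhibition above 80%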;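 further: 0% = DMSO and 100% = nicardipine control wells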
# Target sequence (Q9UNQ0 whole entry, looked up): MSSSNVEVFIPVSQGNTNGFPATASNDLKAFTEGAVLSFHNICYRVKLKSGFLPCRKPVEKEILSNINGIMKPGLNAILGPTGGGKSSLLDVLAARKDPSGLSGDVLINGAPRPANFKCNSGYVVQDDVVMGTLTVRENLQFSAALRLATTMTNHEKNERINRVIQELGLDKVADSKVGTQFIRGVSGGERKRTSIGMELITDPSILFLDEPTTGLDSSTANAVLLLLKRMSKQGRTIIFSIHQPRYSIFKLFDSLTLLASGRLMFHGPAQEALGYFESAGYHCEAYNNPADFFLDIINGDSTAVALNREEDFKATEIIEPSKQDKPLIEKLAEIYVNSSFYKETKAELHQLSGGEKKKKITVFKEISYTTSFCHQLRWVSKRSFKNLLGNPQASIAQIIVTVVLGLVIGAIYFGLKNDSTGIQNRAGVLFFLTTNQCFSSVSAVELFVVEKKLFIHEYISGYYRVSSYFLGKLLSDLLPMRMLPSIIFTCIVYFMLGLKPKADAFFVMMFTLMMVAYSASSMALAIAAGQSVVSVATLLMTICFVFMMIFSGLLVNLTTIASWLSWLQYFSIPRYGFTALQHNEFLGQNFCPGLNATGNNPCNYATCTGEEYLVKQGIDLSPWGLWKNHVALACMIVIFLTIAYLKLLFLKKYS
#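 System: two drug-resistant human cell lines, ABCG2 and ABCB1; controls: nicardipine high and DMSO low controls; times: 10 min exposure at 25 °C with rotation, no wash; detection: flow cytometry of retained JC-1 fluorescence; read-out basis: percent efflux inhibition, scaled nicardipine 100% to DMSO 0%; doses: one concentration, 6.6 µM final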
# Bcl-2 Bim block: human Bim-Bcl-2 interaction inhibition; hit rate 0.06% among 190,000; inhibition, % at 10 µM; P10415; Bead-based flow cytometry, Bim peptide-Bcl-2 binding; AID 950; in the data active means inhibition above about 40%; inconclusive means no clear call, values can overlap the other calls;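 further: 0% = no compound wells with probe peptide and 100% = reference peptide inhibitor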
# Bim-Bfl-1: inhibitors of Bim-Bfl-1 interaction, human; Q16548; Bead-based flow cytometry, Bim-Bfl-1 binding inhibition; inhibition, % at 10 µM; hit rate 0.12% among 190,000; AID 1008;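 further: 0% = wells without compound plus tracer and 100% = blocker peptide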
# Bcl-W Bim block: inhibitors of Bim-Bcl-W interaction, human. hit rate 0.02% among 190,000. Q92843. bead-based flow cytometry, Bim peptide-Bcl-W binding. inhibition, % at 10 µM. AID 952;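 further: 0% = bound tracer without compound and 100% = peptide blocker; higher means less fluorescent Bim peptide bound to Bcl-W beads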
# Target sequence (Q92843 whole entry, looked up): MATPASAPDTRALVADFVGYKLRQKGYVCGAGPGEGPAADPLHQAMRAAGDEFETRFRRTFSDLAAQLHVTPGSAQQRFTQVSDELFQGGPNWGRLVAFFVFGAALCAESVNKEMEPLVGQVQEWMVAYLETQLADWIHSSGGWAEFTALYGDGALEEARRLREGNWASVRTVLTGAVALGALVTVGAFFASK
# RGS4-Gao reg: modulates binding of RGS4 to human Galphao | hit rate 0.33% among 220,000 | binding response (% of control), % at 10 µM | P09471 | Multiplexed bead flow cytometry; actives lie on both sides | AID 1415; in the data active means binding response below about 49% or above about 150%; inactive means in between;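 further: fluorescent Galphao activated with aluminum fluoride binding bead-coupled RGS4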
# Bim-Bcl-B: inhibitors of Bim-Bcl-B interaction, human | Q9HD36 | bead-based flow cytometry, Bim peptide-Bcl-B binding | inhibition, % at 10 µM | hit rate 0.073% among 190,000 | AID 951;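 further: 0% = tracer peptide without compound and 100% = reference inhibitor peptide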
# Target sequence (Q9HD36 whole entry, looked up): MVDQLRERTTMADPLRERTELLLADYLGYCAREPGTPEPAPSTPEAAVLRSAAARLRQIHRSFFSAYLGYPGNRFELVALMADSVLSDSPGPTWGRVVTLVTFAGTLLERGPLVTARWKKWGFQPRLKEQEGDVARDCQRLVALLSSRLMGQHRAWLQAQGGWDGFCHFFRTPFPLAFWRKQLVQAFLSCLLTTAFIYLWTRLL
# The depositor's hits bear a star; ? = inconclusive; . = no result given; [ ] = remark or other dose. Unless noted, no stated cut-off is given here; in the data, active means inhibition above about 40%.
nr	SMILES	ABCB1 inh	Bim-Bcl-B	RGS4-Gao reg	Bim-Mcl-1	RGS8-Gao reg	Bim-Bfl-1	Bcl-W Bim block	ABCG2 inh	Bcl-2 Bim block	RGS7-Gao reg	Bim-Bcl-XL
1	COC(=O)N/C(C)=C1/NC(=O)c2ccccc2C(c2ccccc2)N1 (stereo unspecified)	0.1	-11	105	-2	102	-8	5	1	-10	101	-1
2	CN(C)C(=O)c1nc2ccc(Cl)cn2c1CN1CCN(c2ncccn2)CC1	-0.7	-4	104	-2	105	-3	0	-1	-2	96	-6
3	COc1ccc(NC(=O)CSc2nnc(C3CC3)n2C)cc1	0.2	0	99	0	100	-3	2	1	0	98	0
4	CC1(C(=O)CSc2nc3ccccc3[nH]2)CCC(=O)O1 (stereo unspecified)	0.8	-6	101	-3	100	-17	0	8	-8	98	-8
5	COc1ccc(CN=Cc2c(C(=O)O)[nH]c3ccccc23)cc1	-0.6	1	110	-3	107	4	0	3	1	118	-1
6	O=C(COC(=O)CNC(=O)c1ccc(-c2ccccc2)cc1)NCc1ccco1	1.2	-2	103	0	102	-1	0	3	-1	?	0
7	CCSc1nnc(NC(=O)CSc2nncc(=O)n2N)s1	0.1	-4	97	0	99	-1	0	0	2	94	-7
8	CNC(=O)c1cccn1-c1ccsc1C(=O)OC	-0.2	-7	100	-2	101	-17	0	3	-11	101	-5
9	O=C(O)/C=C/C(=O)Nc1ccc(F)cc1F	0.4	0	99	1	98	-2	-1	1	-2	99	0
10	O=C(CNC(=O)C12CC3CC(CC(C3)C1)C2)N1CCN(S(=O)(=O)/C=C/c2ccccc2)CC1	3.1	-7	98	-2	100	-12	-6	3	-6	100	-7
11	Cc1snc(SCC(=O)c2ccc(F)cc2)c1C#N	-0.1	-1	101	0	103	-4	0	2	0	103	-2
12	CCC(C)(C(=O)NC1CCCC1)N(C)C(=O)Cc1c[nH]c2ccccc12 (stereo unspecified)	0.2	-2	97	0	97	-2	1	1	-1	97	0
13	N#C/C(C(=O)NCc1ccco1)=C1/SC(Cc2ccc(F)cc2)C(=O)N1c1ccccc1 (stereo unspecified)	0.6	-4	101	-4	100	-1	-2	1	-2	99	2
14	C=CCc1ccccc1OCC(=O)OCCNC(=O)c1cccnc1	-0.5	-7	102	0	105	-15	0	-3	-4	101	-6
15	CSCSC1=C(C#N)C(c2ccccc2Cl)C(C(C)=O)=C(C)N1 (stereo unspecified)	1.4	-14	101	-10	101	-19	-10	11	-17	99	-15
16	CCOc1ncccc1C(=O)NCc1ccccc1F	0.1	-4	87	-1	91	-7	-1	8	-3	?	-4
17	CC(=O)Nc1ccc(C(=O)NC(CC(=O)O)c2ccc(Cl)cc2)cc1 (stereo unspecified)	0.1	-9	100	0	96	-15	0	2	-9	102	-15
18	COc1ccccc1NC(C)=O	1.3	-21	78	-3	81	3	-5	3	0	76	15
19	CCOC(=O)c1c(NC(=O)c2cnn3c2NC(c2cccc(OC)c2)CC3C(F)(F)F)sc2c1CCCC2 (stereo unspecified)	0.5	0	99	-4	96	-2	-4	1	-5	98	-3
20	O=C(O)c1cccc(N2C(=O)CSC2c2c(F)cccc2Cl)c1 (stereo unspecified)	1.2	-6	103	-5	103	-24	0	11	-11	102	-6

# Some of these compounds in order of heavy-atom count, falling.
nr	SMILES	ABCB1 inh	Bim-Bcl-B	RGS4-Gao reg	Bim-Mcl-1	RGS8-Gao reg	Bim-Bfl-1	Bcl-W Bim block	ABCG2 inh	Bcl-2 Bim block	RGS7-Gao reg	Bim-Bcl-XL
12	CCC(C)(C(=O)NC1CCCC1)N(C)C(=O)Cc1c[nH]c2ccccc12 (stereo unspecified)	0.2	-2	97	0	97	-2	1	1	-1	97	0
14	C=CCc1ccccc1OCC(=O)OCCNC(=O)c1cccnc1	-0.5	-7	102	0	105	-15	0	-3	-4	101	-6
5	COc1ccc(CN=Cc2c(C(=O)O)[nH]c3ccccc23)cc1	-0.6	1	110	-3	107	4	0	3	1	118	-1
9	O=C(O)/C=C/C(=O)Nc1ccc(F)cc1F	0.4	0	99	1	98	-2	-1	1	-2	99	0

# The results go on:
nr	SMILES	ABCB1 inh	Bim-Bcl-B	RGS4-Gao reg	Bim-Mcl-1	RGS8-Gao reg	Bim-Bfl-1	Bcl-W Bim block	ABCG2 inh	Bcl-2 Bim block	RGS7-Gao reg	Bim-Bcl-XL
21	CCOC(=O)c1ccc(Cl)c(S(=O)(=O)N2CCCC2)c1	0.7	-2	101	0	102	-5	-2	5	-4	100	0
22	CCOC(=O)C1(CCOc2ccccc2)CCN(Cc2nccn2CC)CC1	0.3	0	93	-1	97	-7	-4	0	-3	88	-1
23	CCOC(=O)N1CCN(C(=O)CSc2ccc3nnc(CCNC(=O)c4ccccc4)n3n2)CC1	0.5	-5	103	0	103	-8	-3	16	-6	?	-5
24	CCCn1c(C)cc(=O)c2cc(NC(=O)c3ccccn3)ccc21	1.1	7	99	6	103	1	3	5	4	89	5
25	CN1CCN(C(=O)c2c(O)c3cccc4c3n(c2=O)CC4)CC1	1.0	-6	102	-3	100	-18	2	26	-8	98	-6
26	O=S(=O)(c1cc(Cl)cc(Cl)c1)N1CCCC1c1nc2ccccc2s1 (stereo unspecified)	0.4	-12	98	-1	99	-15	-1	2	-13	100	-5
27	O=C(Cn1nc(C(F)(F)F)c2c1CCC2)N1CCN(c2ccccc2)CC1	0.3	-13	100	-4	97	-17	-5	18	-16	97	-9
28	CC1(C)Oc2nc3ccccc3n2/C1=C\C#N	0.1	.	99	.	101	.	.	1	?	95	.
29	NC(=O)COc1ccc(/C=N/NC(=O)C2CCCN2S(=O)(=O)c2ccc(Cl)cc2)cc1 (stereo unspecified)	-0.1	-8	102	0	101	-13	0	7	-6	103	-2
30	O=C(COC(=O)c1cccc(S(=O)(=O)NCc2ccccc2)c1)Nc1ccccc1OC(F)F	0.1	-7	100	-1	101	-12	2	2	-9	101	-7
31	COC(=O)c1sc2ccccc2c1-n1cccc1C(=O)C(=O)Nc1ccccc1	0.4	-8	99	-13	100	-12	1	4	-5	101	-7
32	C/C=C/c1ccc(OCCCCOc2ccccc2C(C)=O)c(OC)c1	0.8	-7	102	-1	99	-13	-2	10	-5	100	-2
33	Oc1cccc(/C=N\Nc2nncc(-c3ccccc3)n2)c1	-0.6	0	100	2	106	-2	0	21	-2	105	2
34	COc1cc(OC)c(S(=O)(=O)N2CCCCC2)cc1S(=O)(=O)N1CCCCC1	0.9	-3	98	-4	100	-2	-2	3	-4	99	-5
35	O=C(NCCCCc1ccccc1)C1CC(c2ccccc2[N+](=O)[O-])=NO1 (stereo unspecified)	1.5	-11	99	-3	100	-18	-2	12	-9	101	-9
36	CC(C)N1C(=O)CCC1C(=O)NCCc1ccccc1 (stereo unspecified)	0.7	-11	99	-7	101	-21	-3	8	-12	97	-11
37	Cc1cc(C(=O)NC(C)c2ccncc2)no1 (stereo unspecified)	0.5	-2	100	0	100	-5	0	6	2	101	-2
38	Cc1ccc(-c2nc3ccccc3s2)cc1S(=O)(=O)N1CCOCC1	-0.1	-8	100	-1	104	-12	3	0	-8	100	5
39	COc1ccc(C2C(C#N)=C(N)Oc3cc(C)n(CCN4CCOCC4)c(=O)c32)cc1OC (stereo unspecified)	-0.2	1	99	1	101	1	3	0	3	101	0
40	C=CCn1c(SCC(=O)c2[nH]c(C)c(C(=O)OCC)c2C)nc2scc(-c3ccc(OC)c(OC)c3)c2c1=O	3.0	17	168*[activator]	6	109	4	1	10	19	105	3
41	CC(Sc1nc2ccccc2s1)C(=O)c1c(N)n(C)c(=O)n(C)c1=O (stereo unspecified)	0.0	-5	101	-3	102	-8	-2	0	-7	103	-4
42	CCc1nnc(NC(=O)CSc2nc(C3CCCCC3)nc3ccccc23)s1	3.1	-6	98	3	101	-14	4	7	-4	97	-3
43	Cc1cc(C)n(-c2cc(Oc3ccccc3)ncn2)n1	0.0	-4	102	3	103	-12	1	1	-3	100	-2
44	CC(C)C1Oc2ccccc2N(CC(=O)N(Cc2ccccn2)CC2CCCO2)C1=O (stereo unspecified)	0.4	-8	109	-2	104	-8	-3	1	-5	108	0
45	CC(C)(C)S(=O)(=O)c1cnc2c(-c3ccsc3)cnn2c1N	-0.2	0	101	-1	101	-4	2	1	-4	?	0
46	COC(=O)C1=CN(C2CC2)C=C(C(=O)OC)C1c1ccc(C(=O)OC)cc1	0.7	-5	100	-3	101	-3	-2	1	-4	98	-1
47	CCOC(=S)SCC(=O)Nc1nc(-c2ccc(Br)cc2)cs1	-0.6	-12	102	-4	97	-14	-3	1	-2	102	-6
48	COc1ccc2[nH]c(=O)c(CN(CC3CCCO3)C(=S)Nc3cccc(C)c3)cc2c1 (stereo unspecified)	2.6	-9	99	-4	99	-8	-1	4	-7	98	-3
49	O=C(CCNS(=O)(=O)c1ccc(Br)s1)Nc1ccc(Cl)cc1	-0.1	-8	119	2	113	-11	-1	2	-8	114	-2
50	CC(C)(C)NC(=O)C(c1cccs1)N(Cc1ccc(F)cc1)C(=O)c1csnn1 (stereo unspecified)	0.9	-6	120	-1	112	-7	-3	7	-4	135	-2
51	COc1ccc(/C=N/NC(=O)c2cc(OC)c(OC)c(OC)c2)cc1CN1CCc2cc(OC)c(OC)cc2C1C (stereo unspecified)	-0.3	0	105	-2	104	5	0	3	1	102	-1
52	CSC(=NNC(=O)c1ccc(O)cc1)SC	-0.4	0	102	3	102	2	-2	-1	0	103	0
53	COc1ccc(NC(=O)[C@@H]2[C@@H]3C(=O)N(C4CCCCC4)C(=O)[C@@H]3C3c4ccccc4C=CN32)cc1 (stereo partly specified)	0.8	2	98	-4	103	0	0	2	0	107	0
54	CC12CC3(C)CC(C)(C1)CC(C(=O)NCc1ccccn1)(C2)C3	0.8	-4	102	-3	99	-3	-2	4	0	99	-2
55	CCOc1ccc2nc(COC(=O)c3cccs3)c(C(=O)c3ccccc3)[n+]([O-])c2c1	4.9	-6	104	-2	114	0	-3	8	2	105	-2
56	O=C(O)CCn1cnc2ccccc2c1=O	-2.2	-8	101	-1	101	-13	-2	-3	-8	101	-2
57	CCN1CCN(CCCNC(=O)c2cc3sccc3n2CC)CC1	0.2	-11	105	-4	102	-5	-8	1	-8	101	-9
58	COc1ccccc1NC(=O)CN1CCN(CC(=O)Nc2ccc3c(c2)OCO3)CC1	2.1	-6	119	-9	142*[activator]	-4	-4	9	-3	112	-6
59	Cc1ccc(N2CC(C(=O)Nc3nnc(C)s3)CC2=O)cc1 (stereo unspecified)	0.2	0	100	0	102	-7	2	4	-7	98	-3
60	C=CCn1c(Cc2cccc3ccccc23)n[nH]c1=S	-0.1	-8	103	-3	102	0	-1	-2	1	103	-2
61	Cc1no[n+]([O-])c1COc1ccc(/C=C2\NC(=S)NC2=O)cc1	-0.4	5	95	0	100	3	5	9	2	93	-2
62	CCCn1cc(SCC(=O)NCc2ccc3c(c2)OCO3)c2ccccc21	0.8	-4	101	-1	95	-4	-3	2	-4	99	0
63	CCCC(CCC(=O)OC)(C(=O)OCC)c1csc(N)n1 (stereo unspecified)	0.3	-5	99	-4	96	-12	0	1	-4	96	-2
